# Compound activity from PubChem BioAssay.
# Vif-APOBEC3F blk: qHTS for Inhibitors of Vif-A3F Interactions: qHTS; Potency, µM (titrated, usually from 46.1 µM), inactives show top-dose activity, negative = active; 0.2% of 390,000 active; AID 602313, 2012; HeLa A3F-eYFP + Vif (tagged APOBEC3F with the HIV-1 protein that degrades it), YFP fluorescence increase; also: % of control where 0% means no effect; nearly all actives have a fitted effect of over 65% in size
#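 HeLa cells stably expressing Vif plus C-terminally eYFP-tagged A3F were seeded, incubated overnight at 37 deg C, dosed with compound, incubated overnight again at 37 deg C. Yellow fluorescence (Ex 488/Em 500-530) reported blocked Vif-mediated A3F-eYFP degradation.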
# 12-LOX inh: Primary qHTS assay for inhibitors of human arachidonate 12S-lipoxygenase (ALOX12): Round 2; Polyunsaturated fatty acid lipoxygenase ALOX12 (Homo sapiens), P18054; Potency, µM (top dose mostly 108 µM), for the others: at the highest dose activity change, negative = inhibition, actives largely listed as inhibitors; AID 1671190, 2021; 1.1% of 580,000 active; purified 12hLO, xylenol orange hydroperoxide absorbance; also: % is scaled to controls: 0 for no effect and ±100 for the full control effect
#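 Purified human 12hLO at 150 nM in 25 mM Hepes, 0.01% Triton X-100, pH 7.0, preincubated 15 min at room temperature with compound. Reaction started with 40 uM arachidonic acid, 30 min at room temperature. Hydroperoxide measured by Fe-xylenol orange, 573/405 nm absorbance ratio.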
# mIDH1 inhibitor: qHTS for Inhibitors of mutant isocitrate dehydrogenase 1 (IDH1): qHTS | Isocitrate dehydrogenase [NADP] cytoplasmic (Homo sapiens), O75874 | AID 602179, 2012 | IDH1-R132H enzyme, NADPH consumption, diaphorase/resazurin fluorescence | 0.093% of 390,000 active | Potency, µM (top dose mostly 76.6 µM), inactives show top-dose activity change, negative = inhibition, actives largely listed as inhibitors; also: % is scaled to controls: 0 for no effect and ±100 for the full control effect; nearly all actives have a fitted effect of over 65% in size
#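 IDH1-R132H (0.5 ug/mL) preincubated 30 min with compound, then NADPH (0.016 mM) and alpha-KG (2 mM) added; 80 min at RT, pH 7.5. Remaining NADPH coupled via diaphorase/resazurin to fluorescence (540/590 nm); concentration-response curves normalized to no-enzyme control.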
# TrxR1 substrate: qHTS Assay for Substrates of Mammalian Selenoprotein Thioredoxin Reductase 1 (TrxR1): qHTS; Thioredoxin reductase 1, cytoplasmic (Rattus norvegicus), O89049; purified TrxR1 substrate turnover, NADPH consumption readout; Potency, µM (series often up to 114 µM), inactives show at the top dose activity change, negative = substrate turnover; 0.01% of 390,000 active; also: % is scaled to controls: 0 for no effect and ±100 for the full control effect; nearly all actives have a fitted effect of over 50% in size
# Target sequence (O89049 whole entry, looked up): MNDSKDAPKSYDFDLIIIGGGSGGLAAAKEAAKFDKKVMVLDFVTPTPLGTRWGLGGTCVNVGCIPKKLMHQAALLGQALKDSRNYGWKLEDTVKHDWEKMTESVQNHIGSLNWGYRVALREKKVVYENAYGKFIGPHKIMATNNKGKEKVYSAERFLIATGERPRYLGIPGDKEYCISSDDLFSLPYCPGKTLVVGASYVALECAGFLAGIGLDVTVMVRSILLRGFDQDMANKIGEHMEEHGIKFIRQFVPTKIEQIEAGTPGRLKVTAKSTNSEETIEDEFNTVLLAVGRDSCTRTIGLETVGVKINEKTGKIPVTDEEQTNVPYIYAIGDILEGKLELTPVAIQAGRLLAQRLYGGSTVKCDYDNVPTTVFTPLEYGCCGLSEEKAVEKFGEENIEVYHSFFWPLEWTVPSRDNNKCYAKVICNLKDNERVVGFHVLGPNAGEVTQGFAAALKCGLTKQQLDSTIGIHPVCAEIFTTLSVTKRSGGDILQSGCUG
#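 Rat TrxR1, dispensed at 90 nM, was prereduced with 400 uM NADPH (final) for 5 min at ~22 deg C, then incubated with compound 15 min before 400 uM selenite. A first-read NADPH fluorescence drop versus no-compound background flagged substrates.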
# RGS4 inh: Inhibitors of Regulator of G Protein Signaling (RGS) 4: qHTS. Regulator of G-protein signaling 4 (Homo sapiens), P49798. Transcreener GDP fluorescence polarization, RGS4-accelerated GTP hydrolysis. Potency, µM (series often up to 114 µM), inactives show at the top dose activity change, negative = inhibition, hits mostly inhibitors. 0.039% of 390,000 active; also: % is scaled to controls: 0 for no effect and ±100 for the full control effect; nearly all actives have a fitted effect of over 75% in size; some results filed as inactive show a strong effect at the top dose
# Target sequence (P49798 whole entry, looked up): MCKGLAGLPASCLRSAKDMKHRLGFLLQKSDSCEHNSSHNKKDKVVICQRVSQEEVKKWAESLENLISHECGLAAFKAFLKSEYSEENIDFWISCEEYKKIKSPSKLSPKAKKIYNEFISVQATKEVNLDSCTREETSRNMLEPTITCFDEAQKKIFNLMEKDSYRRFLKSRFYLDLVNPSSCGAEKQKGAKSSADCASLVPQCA
#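 MLSMR compounds (23 nl, pin-transferred) preincubated 10 min at room temperature with a 500nM (2x) first reagent, then RGS4 at 900nM (2x) plus Transcreener GDP mix added; fluorescence polarization (620/688 nm) read before and after 90 min at 30 °C.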
# USP1-UAF1 inh: Inhibitors of USP1/UAF1: Primary Screen. recombinant USP1/UAF1, Ub-Rhodamine cleavage fluorescence. Potency, µM (highest dose often 57.1 µM), without a hit: top-dose activity change, negative = inhibition, most hits filed as inhibitors. 0.23% of 390,000 active; also: % is scaled to controls: 0 for no effect and ±100 for the full control effect; nearly all actives have a fitted effect of over 60% in size; inactives centre near -12
#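 1 nM enzyme complex + cpd, 15 min RT; start with Ub-Rho 150nM final; kinetic fluorescence ex 480/em 540, 6 reads q60 s. Buffer 50mM HEPES pH 7.8, 0.5mM EDTA, 0.1 mg/ml BSA, 1mM TCEP, 0.01% Tween-20.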
# TrxR1 inh: qHTS Assay for Inhibitors of Mammalian Selenoprotein Thioredoxin Reductase 1 (TrxR1): qHTS | Potency, µM (highest dose often 114 µM), for the others: at the top dose activity change, negative = inhibition, hits mostly inhibitors | 1% of 390,000 active | Thioredoxin reductase 1, cytoplasmic (Rattus norvegicus), O89049 | AID 588453, 2011 | recombinant rTrxR1, NADPH fluorescence consumption, selenite substrate; also: % is scaled to controls: 0 for no effect and ±100 for the full control effect; nearly all actives have a fitted effect of over 65% in size
#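 Rat TrxR1 (90 nM in the dispensed reagent) was pre-reduced with 400 uM NADPH for 5 min at room temperature, then incubated with compound for 15 min. After 400 uM selenite was added, NADPH fluorescence (Ex 340/Em 450 nm) was followed for 8 min.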
# Vif-A3G inh: qHTS for Inhibitors of Vif-A3G Interactions: qHTS | DNA dC->dU-editing enzyme APOBEC-3G (Homo sapiens), Q9HC16 | HeLa A3G-eYFP + Vif (tagged APOBEC3G with the HIV-1 protein that degrades it), YFP fluorescence, overnight | Potency, µM (highest dose often 46.1 µM), without a hit: at the highest dose activity, negative = active, actives largely listed as inhibitors | 0.076% of 410,000 active | AID 602310, 2012;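 also: % is scaled to controls: 0 for no effect and ±100 for the full control effect; nearly all actives have a fitted effect of over 60% in size; hits raise eYFP signal because A3G escapes Vif-driven loss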
# Target sequence (Q9HC16 whole entry, looked up): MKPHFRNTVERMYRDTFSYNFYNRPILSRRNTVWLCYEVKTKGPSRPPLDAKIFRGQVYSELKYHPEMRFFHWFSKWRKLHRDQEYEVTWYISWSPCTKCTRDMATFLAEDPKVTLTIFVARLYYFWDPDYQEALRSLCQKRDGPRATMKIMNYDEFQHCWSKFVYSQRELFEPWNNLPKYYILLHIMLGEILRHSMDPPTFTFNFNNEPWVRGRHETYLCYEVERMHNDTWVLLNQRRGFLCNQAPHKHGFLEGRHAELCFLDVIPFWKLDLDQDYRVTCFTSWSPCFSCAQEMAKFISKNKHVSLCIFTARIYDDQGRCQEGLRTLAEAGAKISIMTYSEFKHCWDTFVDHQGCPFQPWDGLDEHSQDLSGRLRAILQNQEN
#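 Read-out is eYFP fluorescence (Ex 488/Em 500-530) from Vif-expressing HeLa A3G-eYFP cells; more signal means A3G escaped Vif-mediated degradation. Cells plated overnight, compound pinned in, incubated overnight at 37 deg C.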
# RXFP1 agonist: qHTS Assay for Agonists of the Relaxin Receptor RXFP1; Potency, µM (series often up to 57.5 µM), for inactives: at the highest dose activation, most hits filed as activators; HEK293T-RXFP1 cAMP TR-FRET, 30 min; response scale: percent of porcine relaxin response, buffer zero; 0.3% of 370,000 active; also: % is scaled to controls: 0 for no effect and ±100 for the full control effect; nearly all actives have a fitted effect of over 60% in size; many of its hits are not listed in these tables
#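 Agonist response is measured as cAMP accumulation in an RXFP1-transfected HEK293T line under PDE4 inhibition. Values are scaled between buffer-only and 29 nM porcine relaxin, and EC50s come from standard Hill equation fits.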
# Numbers without * were called inactive; i = inactive; ? = inconclusive; / = not tested or not shown; [ ] = dose if it differs, or a comment. Calls follow the shape of the dose curve; as a rule, active = well fitted curve in the direction sought with a large enough effect; inconclusive = small, poorly fitted or top-dose-only effect, or another doubt; inactive = no such curve, though single readings can be large; an effect the other way counts as inactive or inconclusive. Potency is read from the fitted curve at half-maximal effect. This is a subset; rates above refer to the full screens.
# Results follow in this order: USP1-UAF1 inh	RXFP1 agonist	TrxR1 inh	Vif-A3G inh	mIDH1 inhibitor	RGS4 inh	12-LOX inh	TrxR1 substrate	Vif-APOBEC3F blk
- COCCCNC(=O)CCCC(=O)NCCCOC
 : -3%	-1.7%	29%[57.1 µM]	1%	12%	-2%	2%	4%[57.1 µM]	-14%
- CCCCCC1CC(CC(=O)Nc2ccc([N+](=O)[O-])cc2)OC1=O (stereo not drawn)
 : 8%	-0.6%	-2%[57.1 µM]	0%	4%	24%	1%	4%[57.1 µM]	6%
- Cc1ccc(Cn2cc(CCC(=O)NC3CCCCC3)c3ccccc32)cc1
 : -10%	0.7%	18%	0%	1%	15%	-6%	2%	-13%
- COCC(=O)NC1CCN(CC(=O)Nc2ccc(OC)cc2[N+](=O)[O-])CC1
 : -7%	0.7%	-11%	-1%	0%	4%	-13%	-2%	-2%
- Cc1cccc(-c2nnc(SCC(=O)NCc3ccc4c(c3)OCO4)n2C)c1
 : -3%	3.2%	13%[57.1 µM]	-3%	7%	-7%	0%	5%	-3%
- O=C(O)CN1CCN(C(c2ccccc2)c2ccccc2)CC1
 : -18%	0.1%	16%	-6%	-5%	-21%	?	1%	-7%
- COC(=O)c1nc(N)sc1-c1ccc(OC)cc1
 : -1%	3.7%	5%[57.1 µM]	-2%	-1%	-21%	0%	4%[57.1 µM]	3%
- Cc1cc2c(n1-c1ccc(C(N)=O)cc1)CC(C)(C)CC2=O
 : -17%	-0.7%	-14%	2%	10%	-5%	1%	-9%	-3%
- CCCc1ccc(OCCNC(=O)CC)cc1
 : -8%	0.8%	19%[57.1 µM]	1%	7%	-21%	10%	5%[57.1 µM]	-6%
- C=CCOc1ccc(/C=N/NC(=O)C(=O)N2CCCCCC2)cc1OC
 : -4%	0.8%	-11%	-2%	-3%	7%	14%	-9%	3%
- CCCc1cc(=O)[nH]c(SCC(=O)N2C(C)CCCC2C)n1 (stereo not drawn)
 : -29%	4.5%	14%	2%	12%	0%	-15%	4%	-13%
- COC(=O)CCSCC(=O)Nc1nnc(C)s1
 : -3%	0.3%	20%[57.1 µM]	-2%	-16%	8%	29%[57.4 µM]	4%[57.1 µM]	4%
- Cc1cc(C)c(NC(=O)CSC2=Nc3ccccc3C3=NC(CC(=O)NCc4cccs4)C(=O)N23)c(C)c1 (stereo not drawn)
 : -12%	9.2%	-23%	1%	?	8%	-26%	-11%	2%
- C[C@H](CO)N1C[C@H](C)[C@@H](CN(C)C(=O)CCC(F)(F)F)OCc2cnnn2CCCC1=O
 : -21%	/	/	0%	-4%	/	1%	/	-7%
- Cc1cccc(C(=O)NNS(=O)(=O)c2ccccc2)c1O
 : -9%	-0.8%	9%[57.1 µM]	-1%	-1%	9%	-13%	6%[57.1 µM]	-18%
- CC(C)(C)c1ccc(C(=O)Nc2ccc(C(=O)N3CCCC3)cc2)cc1
 : -9%	-3.0%	-3%	-7%	5%	-12%	-14%	-9%	-20%
- O=C1CCCCC1C(Nc1ccc(Br)cc1)c1ccccc1 (stereo not drawn)
 : -21%	-0.6%	8%	-10%	1%	-1%	-14%	0%	-11%
- O=C(CSc1nc2ccccc2c(=O)n1Cc1ccco1)Nc1cccc(O)c1
 : -5%	1.9%	-13%	-4%	5%	-43%	-7%	1%	3%
- CCC(=O)Nc1cccc(C2=NOC3(C2)C[C@@H](C(N)=O)N(C(=O)C(c2ccccc2)c2ccccc2)C3)c1 (stereo partly drawn)
 : ?	2.0%	10%[57.1 µM]	3%	-17%	-4%	?	3%[57.1 µM]	-4%
- CC(C)Cc1nnc(NC(=O)CCC(=O)Nc2ccc(F)cc2)s1
 : 0%	1.6%	20%	2%	-2%	23%	-25%	-2%	-6%
- Cc1ccc(N(CC(=O)NCc2ccncc2)S(C)(=O)=O)cc1
 : 0%	-1.7%	11%[57.1 µM]	1%	0%	-22%	8%	11%[57.1 µM]	2%
- COc1c(C)cc(C(=O)C2CCCN(C(=O)c3cc(C)nc(C)n3)C2)cc1C (stereo not drawn)
 : -11%	0.0%	12%	-1%	1%	21%	12%	-4%	-4%
- COc1cccc(CN(C)C(=O)c2csc3c2CCCC3)c1OC
 : -21%	1.5%	20%	0%	17%	-4%	1%	7%	0%
- CCCCN(C(=O)CSc1ncnc2sccc12)c1c(N)n(Cc2ccccc2)c(=O)[nH]c1=O
 : -8%	/	2%	0%	-11%	0%	3%	-5%	2%
- Cc1ccc2nc3c(cc(C(N)=S)c(=N)n3CCCOC(C)C)c(=O)n2c1
 : -11%	6.0%	31%	-20%	0%	?	?	252%[activator]	1%
- CCCCn1c(SCC(=O)OCC)nnc1-c1ccoc1C
 : -10%	-0.6%	-6%	-3%	5%	-20%	?	-5%	5%
- COC(=O)C[C@H]1C[C@H]2c3cc(NC(=O)Nc4ccc(F)cc4)ccc3O[C@H]2[C@@H](CO)O1
 : -3%	/	/	1%	-3%	/	41%[activator]	/	-5%
- O=C(Nc1nc(COc2ccccc2)cs1)c1ccccc1F
 : -19%	-2.0%	-20%	-3%	9%	-21%	16%	2%	0%
- O=C(c1cc(C2CC2)on1)N1CCOCC1
 : -14%	2.3%	2%[57.1 µM]	-1%	0%	0%	5%	3%[57.1 µM]	-3%
- Cc1cc(C)c(NC(=O)CSc2nc3[nH]ncc3c(=O)[nH]2)c(C)c1
 : -11%	-0.3%	14%[57.1 µM]	-2%	5%	-1%	3%	7%[57.1 µM]	-23%

# The closing five entries of the section before lead into the next:
# Results follow in this order: USP1-UAF1 inh	RXFP1 agonist	TrxR1 inh	Vif-A3G inh	mIDH1 inhibitor	RGS4 inh	12-LOX inh	TrxR1 substrate	Vif-APOBEC3F blk
- CCCCn1c(SCC(=O)OCC)nnc1-c1ccoc1C
 : -10%	-0.6%	-6%	-3%	5%	-20%	?	-5%	5%
- COC(=O)C[C@H]1C[C@H]2c3cc(NC(=O)Nc4ccc(F)cc4)ccc3O[C@H]2[C@@H](CO)O1
 : -3%	/	/	1%	-3%	/	41%[activator]	/	-5%
- O=C(Nc1nc(COc2ccccc2)cs1)c1ccccc1F
 : -19%	-2.0%	-20%	-3%	9%	-21%	16%	2%	0%
- O=C(c1cc(C2CC2)on1)N1CCOCC1
 : -14%	2.3%	2%[57.1 µM]	-1%	0%	0%	5%	3%[57.1 µM]	-3%
- Cc1cc(C)c(NC(=O)CSc2nc3[nH]ncc3c(=O)[nH]2)c(C)c1
 : -11%	-0.3%	14%[57.1 µM]	-2%	5%	-1%	3%	7%[57.1 µM]	-23%
- C=CCN1C(=O)c2ccc(C(=O)N(CCC)CC(=O)Nc3ccccc3C)cc2C1=O
 : -1%	-0.5%	-10%	0%	-8%	-19%	-3%	-8%	2%
- Cc1ccc(C(=O)NNc2ncnc3c2cnn3C)cc1
 : -1%	22%	35%[57.1 µM]	1%	2%	-16%	0%	10%[57.1 µM]	-17%
- Cc1ccc(C(=O)NCC(=O)OCC(=O)N2CCCc3ccccc32)cc1
 : -13%	1.8%	0%	0%	6%	-14%	?	-3%	5%
- CC(C)(C)NC(=O)c1cc(-c2ccc3c(c2)OCO3)nc2ccccc12
 : -8%	6.5%	-20%	-12%	-4%	-8%	?	-4%	-8%
- CCOc1nc(N2CCOCC2)nc(C)c1[N+](=O)[O-]
 : -9%	4.7%	6%	-14%	-2%	10%[11.4 µM]	2%	-7%	-7%
- O=[N+]([O-])c1cc2c(cc1/C=N/Nc1nc(N3CCCC3)nc(N3CCCC3)n1)OCO2
 : -8%	-0.2%	14%	1%	-7%	6%	1%	7%[57.1 µM]	-8%
- Cc1c(CNC(=O)c2nn3c(c2Cl)NC(c2ccccc2)CC3C(F)(F)F)cnn1C (stereo not drawn)
 : -12%	0.7%	-1%[57.1 µM]	1%	2%	-11%	19%	5%[57.1 µM]	0%
- Cc1cccc(OCCNC(=S)NC(=O)c2cncc(Br)c2)c1
 : -12%	-0.8%	-7%	-4%	4%	3%	-14%	-10%	-12%
- CCOC(=O)c1cc(-c2cccs2)[nH]n1
 : 0%	8.8%	19%[57.1 µM]	1%	-2%	17%	i	5%[57.1 µM]	3%
